Screening results deposited in PubChem by several laboratories.
Ins promoter up: MIN6 insulin promoter up-regulation. z-score at 5 µM. 0.3% of 190,000 active. MIN6 insulin promoter-GFP reporter, high-content imaging; stronger effect = higher value;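 active = z-score above 3 at 5 µM with at least 500 cells counted in the well; inconclusive = wells under 500 cells, flagged as cytotoxic or low count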
Yfh1-depleted yeast: mitochondrial function rescue without frataxin homolog – Friedreich's ataxia, plus single-dose screen, dose response (AID 1465) | S. cerevisiae Yfh1-off respiration, WST-1 reduction, 72 h; higher fold induction means a stronger effect | fold induction at 50 µM; hits with a dose series show EC50 in µM | 0.074% of 220,000 active;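 active = fold induction of absorbance versus untreated yeast above a set limit, then at least 30% activation at any dose in follow-up; inconclusive = repeats straddling the limit, or above it without dose testing; inactive = fold induction below the set limit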;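 also: activators that raise dye reduction in frataxin-depleted yeast; strong numbers were not always called active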
WT yeast gro inh: growth inhibition of WT yeast, mitochondrial fusion screen. mitochondrial fusion phenotypic screen, WT strain. 2.1% of 190,000 active. inhibition, % at 10 µM; in the data active = inhibition above about 58%; tested in S. cerevisiae
MT stabilizer: microtubule stabilizers in HeLa cells; HeLa tubulin immunostaining HCS, 24 h; share of cells brighter than vehicle mean+2SD; AID 2205; % tubulin-high responders, % at 10 µM; 0.83% of 200,000 active;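 active = plate Z-score above 3 for both tubulin-high and condensed-nucleus cell shares, with cell loss under 80%, at 10 µM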;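 also: anti alpha tubulin signal scored within the nucleus-defined area of each cell; some results filed as inactive read as strong as hits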
Dynein transport: blocks dynein driven cargo transport along microtubules; 3617.4 mouse cells, GR-EGFP nuclear translocation imaging; test concentration mostly 20 µM; stimulated with dexamethasone, 1 µM; stronger effect = lower value; z-score, hits read low; 0.47% of 220,000 active; AID 1381;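 active = plate z-score of nuclear minus cytoplasmic receptor signal below a set negative limit, without overly bright fluorescence or cell loss, cut at about -3.5 in these data, passing the limit was not always enough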;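 also: z-score of nuclear minus cytoplasmic ring GR-EGFP intensity difference per well; some compounds called inactive have numbers as strong as hits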
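Buffer or medium: tet-free, stripped-serum medium; reagent: dexamethasone at 1.0 µM final, 30 min; incubation: 48 h induction, 1 h compound, 30 min dex at 37 °C; measured by: formaldehyde fixation, Hoechst nuclear stain, 10x automated fluorescence imaging; read-out: nuclear-to-cytoplasmic GR-EGFP distribution per well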
AID2073: inhibitors of Mint1-CaV2.2 protein interaction, biochemical, HTRF (AID 2073) | HTRF protein-protein interaction, Mint1-CaV2.2; higher % means a stronger effect | inhibition, % at 20 µM; hits with a dose series show IC50 in µM | 0.19% of 290,000 active; in the data active = inhibition mostly above about 51%, no sharp cut-off; inconclusive = no clear call, values can overlap the other calls; inactive = mostly below about 53%; also: some results filed as inactive read as strong as hits
Autophagy mod: modulators of autophagy; 0.98% of 190,000 active; AID 463193; MEF GFP-LC3 puncta imaging; test concentration mostly 10 µM; calls only at 10 µM (by protocol);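 active = percentage of spot-positive cells more than 3 SD above its plate mean, without a fluorescence outlier flag or 80% toxicity; inconclusive = no clear call, values can overlap the other calls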;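 also: spot-positive cell cutoff set from DMSO-treated cells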
bCat nuc transl: modulators of beta-catenin nuclear translocation; HeLa beta-catenin nuclear translocation, immunofluorescence imaging; nuclear translocation activity, % at 5 µM; 0.3% of 190,000 active;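 active = nuclear translocation activity above 50% at 5 µM, with a well cell count of 50 or more; inconclusive = wells under 50 cells across six images, flagged as toxic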;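 also: per-cell ratio of nuclear to cytoplasmic median beta-catenin stain intensity; plate controls were DMSO negative control for no effect and GSK-3 inhibitor IX positive control for full effect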
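Signal – beta-catenin immunofluorescence imaging with DAPI · Test system – human HeLa cell line · Dosing – 5 µM primary single dose, 0.1% DMSO, 0.02–20 µM confirmation series · Measure – % activation, nuclear-to-cytoplasmic median beta-catenin signal ratio per cell · Incubation – 24 h compound exposure at 37°C, 5% CO2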
HIV peptide binding: inhibitors of HIV fusion peptide binding, primary screen, biochemical, uHTS, fluorescence dequenching (AID 1986) | cell-free peptide binding, fluorescence dequenching, 30 min; higher % means a stronger effect | inhibition, % at 20 µM, or IC50 in µM where a hit was titrated | 0.3% of 290,000 active; in the data active = inhibition mostly above about 52%, no sharp cut-off; inactive = mostly below about 76%; also: some results filed as inactive read as strong as hits
WT yeast gro inh mutant strain: further read-out of WT yeast gro inh, marked with its call; inhibition, %; mitochondrial fusion phenotypic screen, mutant strain inhibition
Dynein transport cytoplasmic EGFP: recorded beside Dynein transport, whose call it bears; z-score; measured here: cytoplasmic GR-EGFP intensity; stronger effect = higher value
Dynein transport nuclear GR-EGFP: also measured in Dynein transport; calls as there; z-score; measured here: nuclear GR-EGFP intensity;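 lower value marks the stronger effect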
Dynein transport cell count: recorded beside Dynein transport, whose call it bears; z-score; measured here: cell count per field
Ins promoter up cell count: also measured in Ins promoter up; calls as there; cell count; measured here: cytotoxicity, nuclei count;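 total cells summed across four imaged fields per well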
bCat nuc transl cell count 5 µM: further read-out of bCat nuc transl, marked with its call; cell count; measured here: cell count, cytotoxicity flag
MT stabilizer Hoechst-high %: recorded beside MT stabilizer, whose call it bears; % Hoechst-high responders; measured here: nuclear condensation Hoechst responders;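 share of cells brighter than vehicle mean plus two SD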
MT stabilizer cytotoxicity %: also measured in MT stabilizer; calls as there; toxicity, %; measured here: cytotoxicity by cell density;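 0% = mean cell density of plate MIN control wells and 100% = no cells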
Autophagy mod cell loss 18 h: second read-out of Autophagy mod, no call of its own (marks repeat the call); toxicity, %; measured here: cell loss, nuclei count;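 cell loss after 18 h compound exposure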
Active calls of the source: *; i = inactive; ? = inconclusive; . = no result given.

SMILES	Ins promoter up	Ins promoter up cell count	Yfh1-depleted yeast	WT yeast gro inh	WT yeast gro inh mutant strain	MT stabilizer	MT stabilizer Hoechst-high %	MT stabilizer cytotoxicity %	Dynein transport	Dynein transport cytoplasmic EGFP	Dynein transport nuclear GR-EGFP	Dynein transport cell count	AID2073	Autophagy mod	Autophagy mod cell loss 18 h	bCat nuc transl	bCat nuc transl cell count 5 µM	HIV peptide binding
COc1ccc(CCN2CC(C#N)=C3c4cc(OC)c(OC)cc4CCN3C2)cc1OC	0.57	933	i	7.8	11.2	4.9	3.7	11.6	-1.11	-0.155	-0.376	0.756	-1.4%	i	10.9	.	.	73.3%
CCC(=O)Nc1cc2c(C)cc(=O)oc2cc1C	0.07	721	i	.	.	2.3	3.3	5.3	-0.756	-0.231	-0.613	1.03	24.0%	i	-42.9	1.5	979	1.6%
C=CCn1c(COc2ccc(F)cc2)nnc1SCC(=O)NC(=O)NCc1ccco1	-0.63	1141	i	2.5	-0.4	4.4	2.1	9.1	-0.411	-0.148	0.182	0.127	-6.3%	i	8.4	-2.9	964	1.7%
COCCn1c(-c2ccc(Br)cc2)csc1=Nc1cccnc1	-0.34	1429	i	18.3	36.6	1.5	2.8	12.2	-0.89	-0.135	-0.208	-1.02	-4.5%	i	5.1	-0.8	1064	2.6%
Cc1[nH]c(=O)[nH]c(=O)c1N1CCOCC1	0.21	1012	i	.	.	.	.	.	-0.858	-0.197	-0.0969	0.371	-10.0%	.	.	-0.2	1272	-0.7%
CNc1ccc(Oc2nc([N+](=O)[O-])nn2C)cc1	0.04	1612	i	3.1	7.1	9.0	0.8	8.8	0.261	-0.266	-0.0316	0.0896	27.8%	i	3.9	-3.2	1044	-4.1%
CC[N+](C)(CC)CCC/C(=N/O)C(O)(c1ccccc1)c1ccccc1	-1.34	1212	i	.	.	.	.	.	0.348	-0.27	0.694	-0.535	1.8%	.	.	-0.4	1404	-1.5%
CCC(C)Nc1nc2c(C)cccn2c(=O)c1C=Nc1ccc(OC)cc1 (stereo not drawn)	-1.33	1536	i	19.7	-1.6	2.0	2.7	0.0	-0.212	0.0346	-0.143	0.663	6.9%	i	8.3	-5.6	1163	1.2%
Cc1nc2ccccn2c1C(=O)N/N=C/c1ccccc1[N+](=O)[O-]	0.72	1300	i	3.4	-9.9	3.2	1.6	8.1	-0.0231	-0.208	0.282	1.25	-2.9%	i	7.7	-0.6	1352	-2.2%
O=C(COC(=O)c1cccc(Br)c1)Nc1cccc2c1C(=O)c1ccccc1C2=O	-0.23	1280	i	7.1	2.0	4.8	1.4	0.5	0.0156	0.765	0.337	-0.132	2.2%	i	7.3	5.1	969	3.2%
CC(CCCC(C)(C)O)NCCO (stereo not drawn)	-0.7	919	i	22.8	-2.7	1.5	2.0	13.2	-0.586	-0.308	-0.233	0.591	-3.1%	i	7.1	-0.2	1143	-3.4%
O=C(O)CCn1c(O)c(C=C2N=c3ccccc3=N2)sc1=S	0.41	1477	i	.	.	.	.	.	0.484	-0.214	0.309	-0.454	?	.	.	0.8	1330	2.0%
CC(C)CC(=O)N1CCC(N2CCN(c3ccccc3)CC2)CC1	-0.17	1317	i	20.2	22.7	0.4	1.0	12.4	-0.69	-0.22	-0.398	0.692	11.8%	i	1.5	-2.8	1438	4.8%
Nc1nc(C23CC4CC(CC(C4)C2)C3)[nH]c(=O)n1	-0.77	1367	i	.	.	.	.	.	-0.477	-0.236	-0.244	0.0392	-5.3%	.	.	-0.4	1352	-2.7%
O=[n+]1c2c(n([O-])c3cc(Cl)ccc31)CCCC2	-0.69	1651	i	9.0	5.3	1.1	1.5	4.8	0.315	-0.2	-0.241	-0.725	-12.9%	i	4.3	1.3	1356	1.4%
CC(O)CSc1nc2c(c(=O)[nH]c(=O)n2C)n1CC(O)COc1ccccc1 (stereo not drawn)	-0.41	1207	i	-1.6	5.6	4.0	1.5	5.6	-0.177	-0.227	-0.13	0.152	6.9%	i	5.9	0.1	1015	1.7%
O=C(CCn1c(=O)[nH]c2ccccc2c1=O)NCCCN1CCN(c2cccc(Cl)c2)CC1	-0.1	1233	i	10.9	88.3	3.2	2.0	6.5	0.299	-0.216	0.398	-0.464	30.1%	i	9.5	-3.5	816	7.7%
O=C(NCCN1CCN(Cc2ccccc2)CC1)Nc1cc(Cl)cc(Cl)c1	-0.53	1372	i	.	.	.	.	.	0.06	-0.201	-0.222	-0.257	15.0%	.	.	3.7	1074	-0.2%
Cc1cc(-n2c(C)cc(C(=O)COc3ccccc3[N+](=O)[O-])c2C)no1	-0.22	1581	i	0.0	-13.8	1.5	1.6	8.1	-0.106	-0.292	0.18	0.211	0.8%	i	0.1	-3.7	1068	-0.8%
COC(CNC(=O)C1CCCCC1C(=O)O)OC (stereo not drawn)	0.46	1293	i	-2.2	-7.0	2.5	2.8	4.3	-0.0234	-0.265	0.105	-0.16	2.6%	i	-4.3	1.5	443	0.9%
CCCCN(CC)S(=O)(=O)c1c(C)[nH]c(=O)[nH]c1=O	2.16	1401	i	-5.2	-9.8	3.7	1.7	6.7	-0.314	-0.148	-0.275	0.651	0.7%	i	15.3	1.9	1145	1.4%
COc1ccc(NC(=O)c2ccc(=O)[nH]c2)cc1S(=O)(=O)N1CCCCC1	-0.23	1237	i	4.7	-3.6	4.7	2.0	1.6	-0.159	-0.323	-0.453	0.481	-3.2%	i	16.4	.	.	-0.5%
Cc1cc(=O)n(CC(C)C)c(O)c1C#N	-0.11	1145	i	0.4	5.0	2.8	3.0	21.8	0.259	-0.168	0.278	0.496	2.6%	i	5.4	0.7	1085	11.5%
O=[N+]([O-])c1ncccc1Oc1nc(-c2cccnc2)nc2ccccc12	0.1	1094	i	-5.5	-7.4	8.5	1.5	6.4	0.975	-0.267	0.795	-0.573	6.9%	i	7.2	0.7	1104	-3.2%
COc1ccc(CSc2nc(CSC)cc(N3CCOCC3)n2)cc1	-1.49	1189	i	10.6	6.6	2.0	1.0	4.2	0.493	-0.156	-0.0318	-0.0992	-3.6%	i	-2.2	-0.2	1430	-1.7%
C#CCNC(=O)C1=C[C@H](c2ccc3c(c2)OCO3)C[C@H](OCc2ccc(CO)cc2)O1	0.27	1426	i	0.0	3.1	4.5	1.3	3.0	-0.613	-0.313	-0.114	0.055	0.2%	i	3.9	-1.7	1080	-1.3%
Cc1cc(C)nc(/N=C(/NC(=O)Nc2ccc(Cl)c(Cl)c2)Nc2cccc(Cl)c2)n1	-0.26	1341	i	-1.1	-1.3	2.7	2.6	12.0	0.0649	-0.151	0.124	-0.469	12.0%	i	-8.9	-3.5	1148	5.2%
Cc1cc(C)nc(SCc2cn3ccccc3n2)n1	0.06	1068	i	.	.	.	.	.	-0.672	-0.212	-0.43	0.0392	-25.5%	.	.	0.1	1329	-2.1%
Cc1sc(NC(=O)Cn2c(=O)oc3ccccc32)nc1-c1ccc(Cl)cc1	-0.57	1440	i	8.0	5.0	2.6	2.7	10.2	3.85	-0.123	1.67	-1.24	30.0%	i	14.6	5.3	1074	-1.7%
COc1cc(C(=O)Nc2ccc(C(=O)O)cc2)ccc1OC(C)=O	0.31	1085	i	19.8	18.0	2.4	2.2	2.3	0.519	-0.332	0.197	-0.94	-0.3%	i	5.5	-0.2	1083	-0.4%
COC(=O)COc1ccc(S(=O)(=O)Nc2ccc(NC(C)=O)cc2)cc1C	0.2	1573	i	-6.8	-36.3	2.9	2.3	29.2	-0.377	-0.274	-0.277	-0.106	2.0%	i	1.0	0.1	1053	-1.4%
Cn1c(COc2ccccc2)nnc1SCC(=O)Nc1ccc(S(N)(=O)=O)cc1	1.05	835	i	11.9	1.8	1.5	2.4	6.4	-0.679	-0.121	-0.112	0.84	-5.4%	i	26.8	.	.	3.3%
NS(=O)(=O)c1ccc(N2C(=O)C(=O)/C(=C(/O)c3ccccc3)C2c2ccc(Cl)cc2)cc1 (stereo not drawn)	0.16	964	i	.	.	.	.	.	1.05	-0.19	0.546	-0.885	13.0%	.	.	0.0	1291	3.4%
CCCNC(=O)N[C@@H](CCSC)C(=O)OC	0.31	900	i	-3.2	-14.5	1.9	1.1	4.2	0.0712	-0.136	0.414	-0.54	5.1%	i	-8.1	-0.4	1187	4.3%
CN(C)Cc1c(O)ccc2c1O/C(=C\C=C\c1ccccc1)C2=O	2.52	810	i	.	.	.	.	.	-3.36	0.377	-1.74	2.02	8.7%	.	.	4.9	1153	77.7%*
Cc1cc(C)c(C#N)c(SCc2[nH]nc3c2C(c2ccc(F)cc2)C(C#N)=C(N)O3)n1 (stereo not drawn)	.	.	i	-9.3	2.7	2.2	1.7	6.5	-0.335	-0.162	0.154	-0.829	-4.3%	i	-9.0	0.5	551	10.7%
Cc1c2c(nc3ccccc13)CC(C)(C)CC2=O	0.1	1370	i	-19.6	16.3	2.8	3.3	7.4	0.694	-0.367	0.848	-0.514	0.9%	i	-0.7	-0.4	1024	-1.4%
Cc1ccc(CSCC(=O)NCc2cccnc2)cc1	0	1452	i	-8.7	10.6	3.5	1.6	1.8	0.59	-0.169	0.491	-0.613	2.8%	i	9.7	-0.6	1111	2.5%
Cc1ccc(C)c(-c2cc(C(=O)Nc3nccs3)c3ccccc3n2)c1	-0.02	1225	i	61.3*	38.3*	1.5	1.9	8.5	-1.06	-0.205	-0.622	1.65	12.2%	i	1.7	-2.5	1384	4.0%
